TRPV1 ag: agonists of human vanilloid receptor 1 (TRPV1). actives 0.19% (n = 320,000). Q8NER1. TRPV1-expressing cells, Fluo-8 calcium influx, agonist mode. activation, % at 8.33 µM; in the data active = activation above about 80%; inconclusive = between about 30% and that limit; note: 0% is about no effect
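Fluo-8 calcium influx in TRPV1-expressing cells, kinetic read (ex 480/em 520 nm). Compound added and read 3 min for agonist activity, followed by capsaicin at EC20 final and 2 min further read for enhancement.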
CXXC DNA block: inhibitors of human MLL CXXC domain-DNA interaction | Q03164 | MLL-CXXC / FITC-HOXA9 DNA fluorescence polarization | Potency, µM (highest dose often 115 µM), for the others: at the highest dose activity change, negative = inhibition, hits mostly inhibitors | actives 0.037% (n = 290,000); active = well fitted inhibition curve with a large enough effect in the polarisation, with a control signal flat, not every such curve was filed as active; inconclusive = small, poorly fitted or top-dose-only effect, or effect the other way, or a change in a side signal; inactive = no such curve, though single readings can be large or run the other way; the % refers to the polarisation; note: potency is the fitted concentration of half-maximal effect
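Purified MLL-CXXC (added from a 7 uM solution) was preincubated 5 min at ambient with pinned compounds in 50 mM Tris-HCl pH 7.5, 50 mM NaCl, 1 mM DTT, 0.05% BSA. Fluorescein-labeled HOX-A9 DNA (50 nM solution) followed, 30 min, then polarization read.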
TCR activator: T cell receptor activation; primary human leukocytes, anti-CD3, IL-2 HTRF, 48 h; 330,000 tested, under 10 active; Potency, µM (doses to about 9.22 µM), inactives show top-dose activation of IL-2 secretion, most hits filed as activators; note: % of control where 0% means no effect
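Primary human leukocytes incubated 48 hr with anti-CD3 beads plus compound, without co-stimulation. Secreted IL-2 measured by HTRF (europium cryptate/d2 anti-IL-2 pair, 320 nm excitation, 665 nm emission).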
B2AR arrestin: agonists driving beta-arrestin recruitment to human beta2-adrenergic receptor; P07550; Potency, µM (top dose mostly 46.1 µM), without a hit: at the top dose activation, hits mostly activators; beta-arrestin recruitment to beta2AR, cell-based reporter; actives 0.02% (n = 330,000);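 note: potency is the fitted concentration of half-maximal effect; 0% = DMSO controls and full agonism = EC100 isoproterenol or metaproterenol; nearly all actives have a fitted effect of over 65% in size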
p53 reactivation: restores transcriptional activity of mutant p53 | H1299 p53-A138V BP100-luciferase reporter, luminescence, 24 h | actives 0.063% (n = 320,000) | AID 504706 | Potency, µM (series often up to 92.2 µM), for the others: at the highest dose activity change, positive = activation, usual class: activators; note: potency is the fitted concentration of half-maximal effect; % of control where 0% means no effect; nearly all actives have a fitted effect of over 45% in size
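H1299 (p53-null), stable ts p53-A138V + BP100-Luc; 1000 cells/well, Opti-MEM/10% FBS; cpd 4 pt, 1:5; 24 h, 37 deg C, 5% CO2; detection reagent 10 min RT; luminescence.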
TSG101-PTAP inh: blocks PTAP/TSG101 interaction to inhibit HIV-1 budding | Q99816 | Fluorescence polarization, FITC-PTAP peptide / Tsg101 binding | Potency, µM (series often up to 115 µM), inactives show top-dose activity change, negative = inhibition, actives largely listed as inhibitors | 340,000 tested, under 10 active; active = well fitted inhibition curve with a large enough effect in the main read-out, with a control signal flat, not every such curve was filed as active; inconclusive = small, poorly fitted or top-dose-only effect, or effect the other way, or a change in a side signal; inactive = no such curve, though single readings can be large or run the other way; note: potency is the fitted concentration of half-maximal effect; % of control where 0% means no effect
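Tsg101 binding domain (10 uM final) was mixed with compound and a FITC-labeled PTAP peptide (50 nM final) in HEPES pH 7.5 buffer with NaCl, Tween 20, EDTA and TCEP; fluorescence polarization was read after 20 min at r.t.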
a7 integrin act: activates integrin-mediated alleviation for muscular dystrophy. Potency, µM (top dose mostly 38.3 µM), for the others: at the highest dose activation, actives largely listed as activators. actives 0.064% (n = 350,000). alpha7betagal myoblasts, beta-gal FDG fluorescence, 48 h;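 note: potency is the fitted concentration of half-maximal effect; 100% = response of the positive control SU9516; nearly all actives have a fitted effect of over 60% in size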
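alpha7betagal+/- myoblasts (passage 13, 250/well) treated 48 h at 37C with compounds at 1:260 dilution of DMSO stock. Lysed, then beta-galactosidase activity read as FDG fluorescence (ex 480/em 540) after 30 min, with pre-read for autofluorescence.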
ELG1 repair inh: ELG1-dependent DNA repair inhibition; HEK293T ELG1-luciferase reporter, luminescence, 16 h; DNA damage induced by 5-fluorouridine; Potency, µM (highest dose often 46.1 µM), for inactives: top-dose activity change, negative = inhibition, actives largely listed as inhibitors; actives 2.3% (n = 330,000); note: potency is the fitted concentration of half-maximal effect; % is set by controls: 0 for no effect and ±100 for the full control effect; nearly all actives have a fitted effect of over 55% in size
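In this reporter screen, reduction of luminescence relative to DMSO vehicle indicated activity. Compounds and 5-fluorouridine were added together to 2,000 cells per well, incubated for 16 hr at 37 °C, then developed with ONE-Glo.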
A-T KAP1 phos: potential ataxia-telangiectasia treatments restoring KAP-1 phosphorylation | Potency, µM (titrated, usually from 57.5 µM), for inactives: at the top dose activation, usual class: activators | […] A-T fibroblasts, KAP-1 phosphorylation AlphaLISA; neocarzinostatin DNA damage 30 min before lysis | AID 485349 | actives 0.19% (n = 320,000); note: potency is the fitted concentration of half-maximal effect; % of control where 0% means no effect; nearly all actives have a fitted effect of over 45% in size
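hTERT-immortalized A-T patient fibroblasts ([…]), 500 cells/well in OPTI-MEM, 1% FBS, got compounds for 60 min, then NCS for 30 min at 37C. Lysates were then assayed for phospho-KAP-1 by AlphaLISA (anti-pKAP1 donor, anti-KAP1 acceptor beads), 6 hr at 25C.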
BRCA1 expr up: increases BRCA1 expression; MCF7-BRCA1-FFLuc reporter, luminescence, 48 h; response scale: scaled: vehicle 0%, 10 µM genistein 100%; AID 624202; Potency, µM (top dose mostly 46.1 µM), for the others: at the top dose activation, actives largely listed as activators; actives 1.1% (n = 380,000); note: potency is the fitted concentration of half-maximal effect; nearly all actives have a fitted effect of over 80% in size; some results filed as inactive show a strong effect at the top dose
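Luminescence from a BRCA1-driven firefly luciferase in MCF7 cells was the read-out, taken 15 min after substrate addition following 48 h compound exposure at 37 °C. Data were normalized to a 10 microM genistein control and DMSO vehicle.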
Starred values were filed as active, the others as inactive; ? = inconclusive; · = no result given; [ ] = another dose, or the depositor's remark. Unless noted, calls come from the whole dose curve; as a rule, active = well fitted curve in the direction sought with a large enough effect; inconclusive = small, poorly fitted or top-dose-only effect, or another doubt; inactive = no such curve, though single readings can be large; an effect the other way counts as inactive or inconclusive.

SMILES	TRPV1 ag	CXXC DNA block	TCR activator	B2AR arrestin	p53 reactivation	TSG101-PTAP inh	a7 integrin act	ELG1 repair inh	A-T KAP1 phos	BRCA1 expr up
Cc1c(Cl)c([N+](=O)[O-])nn1CCCC(=O)N(Cc1ccccc1)Cc1ccccc1	0.4	-5.9%	-0.8%[46.1 µM]	-0.3%	0.4%	-4.9%	3.5%	?	0.2%	-14.9%
COc1ccccc1C(=O)Nc1ccccc1C(=O)NC1CCCCC1	25.8	-8.0%	3.6%	0.0%	1.5%	-0.1%	-26.2%	-5.7%	0.2%	-18.4%
CCc1ccc(/C=N/NC(=O)c2ccc(OC3CCCC3)cc2)s1	-5.8	-2.8%	2.9%	0.0%	-4.6%	1.2%	-4.5%	?	-3.5%	-46.5%
O=C(NC1CCCCC1)C(c1cccs1)N(CCCN1CCOCC1)C(=O)c1ccc(-c2ccccc2)[nH]1 (stereo not given)	-5.7	5.2%	4.0%	-0.1%	1.4%	5.7%	-30.7%	?	-2.5%	0.0%
O=C(OC1CCOC1=O)c1ccc(Cl)c(S(=O)(=O)N2CCCCC2)c1 (stereo not given)	7.4	-5.0%	3.0%	0.0%	-0.6%	0.8%	-22.1%	9.4%	6.3%	2.5%
COc1ccc(N2CC(C(=O)NCCc3ccc(Cl)cc3)CC2=O)cc1 (stereo not given)	9.1	-9.8%	-1.3%	0.0%	1.4%	0.6%	?	2.0%	-1.9%	-13.8%
O=C(O)CCC(=O)NN1C(=O)c2ccccc2NC1c1ccco1 (stereo not given)	1.6	-5.1%	-3.1%	-1.1%	1.5%	-3.7%	-6.5%	?	0.794µM*	3.4%
O=C(NNC(=O)c1ccc(F)cc1F)c1ccc2c(c1)OCO2	7.1	-2.9%	5.6%	1.0%	2.5%	-1.0%	-6.0%	?	4.5%	?
O=C(O)Cc1ccc(NC(=O)CCN2C(=O)c3ccc([N+](=O)[O-])cc3C2=O)cc1	-7.3	-3.1%	9.2%	-0.3%	-1.8%	0.1%	-2.5%	?	-1.1%	27.7%
CCC(c1ccccc1)C(CC)c1cc(O)c(O)c(O)c1 (stereo not given)	·	·	0.2%	·	·	-0.5%	-63.1%[inhibitor]	·	·	-38.7%
CCCc1cc(=O)[nH]c(SCC(=O)N2c3ccccc3NC(=O)C2(C)C)n1	·	·	-1.8%	-0.8%	-0.9%	0.5%	3.0%	0.7%	-1.8%	-8.1%
Cc1cc2nc(-c3ccc[nH]c3=O)n(Cc3ccccc3F)c2cc1C	1.6	-11.4%	-9.3%	0.0%	9.5%	1.3%	?	13.8%	79.4%	-4.9%
CC1(c2ccccc2)C(C#N)C(=O)NC(=O)C1C#N (stereo not given)	·	·	7.3%	·	·	-0.4%	0.6%	·	·	2.2%
COc1ccccc1-n1cnnc1SC1CCOC1=O (stereo not given)	-0.9	-0.6%	-0.7%	-1.0%	-2.1%	-3.4%	1.4%	5.4%	-1.7%	-12.6%
COc1cc(CCCN2C(=O)C(=O)NC[C@@H]2CC2CCCCC2)cc(OC)c1OC	0.4	·	-7.2%	-0.9%	-8.9%	-3.0%	-3.3%	-10.4%	2.9%	-1.4%
O=C(Nc1ccc2c(c1)OCCO2)c1ccc(NC(=O)C2CCCO2)cc1 (stereo not given)	-1.8	1.5%	-2.8%	-0.5%	-2.7%	-4.3%	45.7%	24.5%	7.5%	-34.0%
CC(C)C(=O)N1CCN(c2ccc(NC(=O)c3ccc(Br)o3)cc2)CC1	-0.6	6.3%	3.9%	-0.4%	6.5%	-2.3%	-36.2%	-10.1%	3.1%	13.9%
CCCC(=O)Nc1ccc(Cl)c(NC(=O)c2ccc([N+](=O)[O-])cc2Cl)c1	0.5	3.0%	4.0%[46.1 µM]	3.2%	3.9%	-4.1%	18.3%	-23.2%	-2.5%	-32.6%
Cc1nn(C)c(C)c1Nc1ccc(N2C(=O)C3C4C=CC(C4)C3C2=O)cc1[N+](=O)[O-] (stereo not given)	0.1	3.0%	-2.5%	-0.2%	-1.5%	-5.6%	-4.2%	?	-4.4%	-30.5%
COc1ccc(Cl)cc1NC(=O)CN(C)C(=O)Cc1n[nH]c(=O)c2ccccc12	-3.8	·	-3.0%	0.0%	-0.8%	-0.6%	-1.3%	1.7%	-1.2%	-12.9%
Cc1nonc1OC(C)CNc1ccc([N+](=O)[O-])cc1 (stereo not given)	-16.6	-27.8%	-1.1%	-0.2%	-12.6%	-0.5%	-8.3%	9.1%	0.0%	-17.3%
O=C(CSc1nnc(SCc2ccccc2)s1)N/N=C/c1c(Cl)cccc1Cl	1.4	-4.9%	-3.8%[46.1 µM]	1.2%	8.2%	-0.7%	17.7%	11.0%	-5.0%	-13.7%
COCCNC(=O)CSc1nc2ccccc2c(=O)n1CCC(=O)NCCc1ccc(OC)c(OC)c1	1.3	4.8%	-3.4%	-0.2%	-1.0%	-1.4%	14.3%	-20.6%	8.9%	-7.9%
N=c1c(C(=O)NCCc2ccccc2)cc2c(=O)n3ccccc3nc2n1CC1CCCO1 (stereo not given)	4.1	-6.6%	4.7%	-0.2%	6.4%	2.0%	0.0%	?	-2.6%	-15.7%
Nc1ccc2oc(CCc3ccccc3)nc2c1	-0.1	19.9%	1.8%	-0.4%	11.0%	-0.3%	-5.5%	?	1.8%	?

An excerpt of these results, with two lines to a compound:
Second line of a record – TRPV1 ag | CXXC DNA block | TCR activator | B2AR arrestin | p53 reactivation | TSG101-PTAP inh | a7 integrin act | ELG1 repair inh | A-T KAP1 phos | BRCA1 expr up
- O=C(O)Cc1ccc(NC(=O)CCN2C(=O)c3ccc([N+](=O)[O-])cc3C2=O)cc1
→ -7.3 | -3.1% | 9.2% | -0.3% | -1.8% | 0.1% | -2.5% | ? | -1.1% | 27.7%
- CCC(c1ccccc1)C(CC)c1cc(O)c(O)c(O)c1 (stereo not given)
→ · | · | 0.2% | · | · | -0.5% | -63.1%[inhibitor] | · | · | -38.7%
- CCCc1cc(=O)[nH]c(SCC(=O)N2c3ccccc3NC(=O)C2(C)C)n1
→ · | · | -1.8% | -0.8% | -0.9% | 0.5% | 3.0% | 0.7% | -1.8% | -8.1%
- Cc1cc2nc(-c3ccc[nH]c3=O)n(Cc3ccccc3F)c2cc1C
→ 1.6 | -11.4% | -9.3% | 0.0% | 9.5% | 1.3% | ? | 13.8% | 79.4% | -4.9%

Additional structures.
SMILES	TRPV1 ag	CXXC DNA block	TCR activator	B2AR arrestin	p53 reactivation	TSG101-PTAP inh	a7 integrin act	ELG1 repair inh	A-T KAP1 phos	BRCA1 expr up
CCCC(=O)Nc1nnc(SCC(=O)Nc2ccc3c(c2)OCO3)s1	-10.9	0.3%	5.6%[46.1 µM]	-0.4%	2.2%	-4.3%	9.7%	11.4%	11.6%	-15.4%
Cc1cccc(NC(=O)/C(C#N)=C/c2cccc([N+](=O)[O-])c2)n1	0.8	-2.2%	-7.2%	0.3%	-0.4%	-4.0%	-5.6%	1.6%	-5.9%	-18.6%
O=C(O)/C=C/C(=O)N1N=C(c2ccco2)CC1c1ccco1 (stereo not given)	-2.4	11.4%	0.5%	0.5%	6.6%	-2.8%	0.0%	1.1%	-10.0%	?
O=C(O)CC(C(=O)Nc1ccc(Cl)c(Cl)c1)C1CCCO1 (stereo not given)	0.8	4.6%	-3.5%	-1.0%	-5.5%	-4.8%	-10.2%	0.1%	-1.0%	16.9%
O=C(O)c1ccccc1C(=O)N1N=C(c2ccccc2)CC1c1ccccc1O (stereo not given)	0.0	-22.3%	3.0%	-0.8%	10.9%	-3.0%	24.5%	13.0%	-4.3%	-6.3%
O=[N+]([O-])/C(C=Nc1ccccc1O)=C\Nc1ccccc1O	-3.6	?	11.8%	-0.4%	-2.6%	-2.2%	-45.4%[inhibitor]	-9.9%	-10.8%	-1.3%
COCCn1c(C)cc(C(=O)COC(=O)/C=C/c2c(C)nn(C3CCS(=O)(=O)C3)c2Cl)c1C (stereo not given)	-0.1	·	-3.7%	-0.3%	-1.5%	-0.7%	-10.3%	?	-3.9%	1.4%
C=CCc1cccc(/C=N/NC(=O)CCCNc2ccc(C)cc2)c1O	20.5	7.0%	-3.8%[46.1 µM]	0.3%	?	0.0%	-43.4%	?	5.6%	-95.6%[inhibitor]
COc1ccc2nc(C)cc(SCC(=O)NNC(=O)COc3cccc4ccccc34)c2c1	-3.9	22.5%	-8.9%[46.1 µM]	-0.4%	-34.5%[inhibitor]	-0.8%	-14.8%	?	-0.9%	-44.6%
CCOCCSc1nnc2nc(C)cc(C)n12	1.8	7.1%	4.6%	0.1%	-5.4%	-3.0%	-2.9%	0.7%	3.1%	14.2%
COc1ccc(C(=O)Nc2cc([N+](=O)[O-])ccc2N2CCCC2)cc1	-1.0	-0.5%	-4.2%	0.0%	-3.2%	1.0%	0.2%	-9.6%	-4.0%	-30.3%
